# Screening results as filed in PubChem.
# tim10-1 inh: inhibits growth of tim10-1 mutant yeast | S. cerevisiae tim10-1 ts strain growth, BacTiter-Glo, 24 h | 330,000 tested, 2.2% active | inhibition, % at 20 µM;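 active = inhibition of at least 40%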;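 note: mutant grown at 25 °C; 0% = DMSO wells with yeast and 100% = wells holding no yeast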
# NLRP3 yeast inh: NALP3 inhibition in yeast; 330,000 tested, 0.39% active; Yeast reconstituted NLRP3/ASC/caspase-1, beta-gal luminescence, 24 h; inhibition, % at 10 µM;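 active = inhibition of 50% or more; inactive = inhibition below 50%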;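 note: plate controls were induced DMSO wells for no effect and uninduced yeast grown without galactose for full effect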
# A3A deaminase: blocks human APOBEC3A ssDNA deamination | recombinant A3A, FAM/TAMRA ssDNA deamination fluorescence | inhibition, % at 20 µM | AID 493011 | P31941 | 330,000 tested, 0.41% active;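 active = at least 40% inhibition at 20 µM here, with at most 30% in a related deaminase screen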;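 note: plate controls were A3A with DMSO for no effect and wells lacking A3A enzyme for full effect; some results filed as inactive read as strong as hits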
# Target sequence (P31941 whole entry, looked up): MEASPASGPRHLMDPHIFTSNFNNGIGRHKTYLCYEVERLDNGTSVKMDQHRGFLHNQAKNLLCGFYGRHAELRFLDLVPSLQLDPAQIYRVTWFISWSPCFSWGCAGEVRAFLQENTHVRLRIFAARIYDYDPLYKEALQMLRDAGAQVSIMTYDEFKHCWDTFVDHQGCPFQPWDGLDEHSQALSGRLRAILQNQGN
# mIAP inh: mouse IAP inhibition; 330,000 tested, 0.2% active; purified mouse IAP, CDP-Star luminescence, 30 min; inhibition, % at 10 µM; AID 2806;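 active = inhibition of at least 40% at 10 µM in the primary screen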;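 note: plate controls were DMSO with enzyme for no effect and no enzyme wells for full effect; values of inactives mirror those of a sister screen read the other way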
# hIAP block: human IAP inhibition | P09923 | purified IAP, CDP-Star luminescence, 30 min | inhibition, % at 10 µM | 330,000 tested, 0.12% active;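 active = inhibition reaching a set limit with compound at 10 µM in the primary screen, cut at about 35% in these data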;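 note: plate controls were DMSO wells with enzyme for no effect and no-enzyme buffer wells for full effect; values of inactives mirror those of a sister screen read the other way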
# Target sequence (P09923 whole entry, looked up): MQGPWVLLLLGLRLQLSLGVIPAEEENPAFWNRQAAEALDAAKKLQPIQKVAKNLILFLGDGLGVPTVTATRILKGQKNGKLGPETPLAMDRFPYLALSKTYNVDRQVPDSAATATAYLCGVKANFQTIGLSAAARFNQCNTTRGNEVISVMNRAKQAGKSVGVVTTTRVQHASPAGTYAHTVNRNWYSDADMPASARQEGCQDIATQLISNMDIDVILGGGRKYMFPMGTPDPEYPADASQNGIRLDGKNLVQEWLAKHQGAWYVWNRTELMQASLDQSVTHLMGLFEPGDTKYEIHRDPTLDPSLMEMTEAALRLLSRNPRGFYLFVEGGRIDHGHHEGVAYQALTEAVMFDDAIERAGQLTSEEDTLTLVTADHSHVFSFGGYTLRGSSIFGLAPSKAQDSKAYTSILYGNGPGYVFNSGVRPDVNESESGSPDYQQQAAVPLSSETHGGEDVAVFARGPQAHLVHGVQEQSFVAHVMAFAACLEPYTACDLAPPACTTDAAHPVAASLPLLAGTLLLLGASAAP
# MIN6 prolif: inducers of beta-cell replication in MIN6 cells | MIN6 cells proliferation, ATPlite luminescence, 48 h; cells starved in 0.2% serum; 100% = growth in 10% serum | proliferation, % at 10 µM | 330,000 tested, 0.29% active | AID 2380;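 active = compounds whose signal lies at least 3.5 SD above the mean of all wells on their plate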;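 note: 0% = DMSO-treated cells in low-serum medium and 100% = 10% serum control; some compounds called inactive have numbers as strong as hits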
# TIM10 inh: inhibits growth of TIM10 yeast strain | 330,000 tested, 1.4% active | S. cerevisiae TIM10 strain growth, BacTiter-Glo luminescence, 24 h | inhibition, % at 10 µM;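 active = inhibition of 40% or more at the single tested concentration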;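 note: wild-type TIM10 isogenic control strain grown at permissive 25 °C; 0% = DMSO yeast wells and 100% = minimal medium wells without yeast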
# mIAP activ: mouse IAP activation; AID 2805; muIAP, CDP-Star luminescence, 30 min; active compounds read high; 1 = vehicle-only enzyme signal, 0 = enzyme-free wells; activation factor at 10 µM; 330,000 tested, 0.24% active;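 active = activation factor of at least 2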; note: the source names both 10 and 20 µM as test concentration; values of inactives mirror those of a sister screen read the other way
#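 Assay system: mouse IAP enzyme; Reagent: CDP-Star chemiluminescent phosphatase substrate; Compound: DMSO-dissolved test compounds; Incubation: 30 min, room temperature; Technique: luminescence from enzymatic CDP-Star hydrolysis; Controls: DMSO-only wells and no-enzyme negative control.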
# A3G deaminase: blocks human APOBEC3G single-stranded DNA deamination | recombinant A3G, ssDNA deamination FAM/TAMRA fluorescence | inhibition, % at 20 µM | 330,000 tested, 0.28% active | AID 493012;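 active = inhibition of at least 40% at 20 µM, with no more than 30% in the related APOBEC3A deaminase screen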;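 note: plate controls were DMSO wells with A3G for no effect and wells lacking A3G enzyme for full effect; some compounds called inactive have numbers as strong as hits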
# Target sequence (Q9HC16 whole entry, looked up): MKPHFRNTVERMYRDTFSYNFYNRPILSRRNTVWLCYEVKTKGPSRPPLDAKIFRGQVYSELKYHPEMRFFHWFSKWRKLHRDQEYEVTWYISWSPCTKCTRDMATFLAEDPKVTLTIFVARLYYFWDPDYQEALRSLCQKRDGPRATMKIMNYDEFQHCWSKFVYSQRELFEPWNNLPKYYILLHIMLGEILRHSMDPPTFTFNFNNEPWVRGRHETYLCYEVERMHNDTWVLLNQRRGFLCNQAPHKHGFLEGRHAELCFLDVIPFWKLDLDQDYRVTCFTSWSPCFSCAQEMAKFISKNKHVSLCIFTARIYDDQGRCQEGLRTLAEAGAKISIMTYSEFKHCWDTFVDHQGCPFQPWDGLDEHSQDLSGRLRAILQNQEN
# * marks the source's active call; other numbers are inactive results; nt = not tested or not shown.
# Order of results: NLRP3 yeast inh	MIN6 prolif	tim10-1 inh	mIAP activ	A3A deaminase	mIAP inh	A3G deaminase	hIAP block	TIM10 inh
- O=[N+]([O-])c1cc(-c2csc(NCCc3nc4cc(Cl)c(N5CCCCC5)cc4n3CCCO)n2)ccc1Cl
→ 23.8	-7.3	16.7	0.861	-1.4	13.9	-3.5	14.2	-23.1
- CCN(CC(=O)Nc1c(F)cccc1F)C(=O)c1ccc(C#N)cc1
→ 5.6	-2.9	1.3	1.07	-2.5	-7.3	-2.5	-6.3	-17.8
- Cc1ccc(C(=O)N/C(=C\c2ccc(-c3ccc(Cl)cc3)o2)C(=O)NCCCN(C)C)cc1
→ 6.6	-5.5	0.6	0.953	-1.0	4.7	-5.2	-9.4	-15.4
- O=C(NN1CCCCC1)c1cccc2ccccc12
→ -4.7	-0.9	-2.4	1.17	-4.8	-16.5	-12.5	-15.8	-5.7
- COc1ccccc1Oc1nc(-c2ccccc2)cc(C)c1S(C)(=O)=O
→ 5.3	1.2	8.7	0.933	-2.5	6.7	-4.7	14.9	-10.8
- COc1cc(-c2ccc(NC(=O)NC3CC3)c(OC)c2)ccc1NC(=O)NC1CC1
→ 21.9	-1.6	-15.8	0.986	-0.3	1.4	-2.9	7.5	-6.6
- CC(/C=C/c1ccco1)=N\NC(=O)COc1ccc(C)c(C)c1
→ 25.4	-2.8	19.6	0.967	0.9	3.3	-1.7	-5.4	21.9
- Cc1cc(S(=O)(=O)Nc2ccc(C(=O)N3CCN(C(=O)c4ccco4)CC3)cc2)ccc1F
→ 6.5	0.2	2.6	1.01	-2.5	-1.2	-1.0	10.8	12.3
- CC1=C(C(=O)OC(C)C)C(c2ccccc2)NC(=S)N1C (stereo not drawn)
→ -0.5	4.7	0.5	1.01	-2.4	-0.6	-3.3	9.0	6.6
- Cc1noc(C)c1COc1ccc(C(=O)NCCc2ccc(F)cc2)cc1
→ 30.9	-6.0	9.0	1.26	-2.4	-25.9	-8.1	13.6	-5.7
- FC(F)(F)c1ccc(Cl)c(NC(=S)N/N=C/c2ccccc2C(F)(F)F)c1
→ 0.1	0.0	18.6	0.959	-1.4	4.1	-5.5	-15.2	-1.8
- O=C1CCCC2=C1C(c1ccc(Cl)cc1)n1c(s/c(=C\c3ccc4ccncc4c3)c1=O)=N2 (stereo not drawn)
→ 10.2	-6.9	18.4	0.832	-2.6	16.8	-4.7	3.6	21.0
- CCC(=O)NC(NC(=S)Nc1ccc(S(N)(=O)=O)cc1)C(Cl)(Cl)Cl (stereo not drawn)
→ 2.5	-3.5	4.2	1.01	0.5	-0.6	-4.6	-28.3	6.2
- CCCn1c(=N)n(CC(=O)C(C)(C)C)c2ccccc21
→ 26.0	-0.7	27.5	1	-6.5	0.0	-4.6	5.7	9.5
- COCCNCCCCOc1c(Cl)cc(C)cc1Br
→ 12.5	-5.0	5.1	1.04	0.2	-3.7	0.0	-4.8	10.0
- COc1ccccc1N1CCN(CC(=O)Nc2c(C)n(C)n(-c3ccccc3)c2=O)CC1
→ -1.1	2.3	-1.0	0.962	-2.7	3.8	-6.1	-12.0	9.1
- C/C(Cl)=C/Cn1c(NCCN(C)C)nc2c1c(=O)n(C)c(=O)n2C
→ 0.2	-3.5	-11.4	1.07	-0.8	-7.2	-0.6	-11.1	-37.5
- O=C1C2N=NN(CC(=O)N3N=C(c4ccccc4)CC3c3ccc([N+](=O)[O-])cc3)C2C(=O)N1c1ccccc1 (stereo not drawn)
→ 54.7*	-0.4	9.0	1.09	1.5	-9.2	5.4	-24.2	15.0
- CCn1ccnc1CN(C)Cc1nc(-c2ccc(C(=O)OC)cc2)no1
→ 4.5	-0.2	2.4	0.941	11.4	5.9	4.7	-17.1	1.9
- Clc1ccc(-c2nnc(SCc3cn4ccsc4n3)n2CC2CCCO2)cc1 (stereo not drawn)
→ 8.1	0.5	19.9	0.958	0.5	4.2	-1.7	-22.9	5.4
- Cc1cccc(S(=O)(=O)N2CCCc3ccccc32)c1
→ 4.9	-3.5	-6.7	0.958	0.0	4.2	-5.2	1.1	-20.8
- COc1ccc(NC(=O)Cc2cccs2)cc1S(=O)(=O)N1CCCCC1
→ 6.4	-2.7	-5.0	1.1	-4.1	-9.9	-7.7	-3.6	-17.8
- CCc1cccc(NC(=O)CCS(=O)(=O)c2ccc(Br)cc2)c1
→ 7.7	1.2	11.0	1.04	46.6	-4.4	34.2	-15.0	-8.7
- Cc1ccc(S(=O)(=O)NCCC(=O)N2CC(C)OC(C)C2)cc1C (stereo not drawn)
→ 5.5	0.7	8.5	0.98	-2.5	2.0	-13.9	4.4	5.7
- CC(=O)NC(CC(=O)Nc1ccc(S(=O)(=O)N2CCCC2)cc1)c1ccccc1 (stereo not drawn)
→ 0.0	1.3	12.9	1.1	3.1	-10.2	3.2	11.7	2.2
- CCC(=O)Nc1ccc2nc(C3CC3)n(Cc3ccc(C(C)(C)C)cc3)c(=O)c2c1
→ 8.1	-0.6	-35.4	1.07	-1.8	-7.1	-6.3	9.8	6.4
- Cc1onc(-c2c(F)cccc2Cl)c1C(=O)NNC(=O)C1CCN(Cc2ccccc2)CC1
→ -5.4	2.9	4.0	1.02	-6.5	-1.7	-10.8	18.9	0.9
- Brc1ccc(-c2nnc(-c3cccnc3)o2)cc1
→ 11.0	-2.9	13.8	0.837	2.9	16.3	0.9	5.2	-4.6
- Cc1c(CCC(=O)NCCCN2CCCC2=O)c(=O)oc2c(C)c(O)ccc12
→ -7.1	-1.5	-17.3	0.895	-5.0	10.5	-8.9	5.8	-14.7
- O=[N+]([O-])c1cc(CN2CCC(O)CC2)ccc1Cl
→ 1.9	0.4	15.2	1.07	-7.6	-7.4	-4.4	-12.3	-3.3

# Structures above that bear a hit mark in NLRP3 yeast inh:
SMILES	NLRP3 yeast inh	tim10-1 inh	mIAP activ	A3A deaminase	mIAP inh	A3G deaminase	hIAP block	TIM10 inh
O=C1C2N=NN(CC(=O)N3N=C(c4ccccc4)CC3c3ccc([N+](=O)[O-])cc3)C2C(=O)N1c1ccccc1 (stereo not drawn)	54.7*	9.0	1.09	1.5	-9.2	5.4	-24.2	15.0

# (next part)
# Order of results: NLRP3 yeast inh	MIN6 prolif	tim10-1 inh	mIAP activ	A3A deaminase	mIAP inh	A3G deaminase	hIAP block	TIM10 inh
- Cc1nnc(SC(C(=O)Nc2cc(Cl)cc(Cl)c2)c2ccccc2)[nH]c1=O (stereo not drawn)
→ 9.9	-5.2	26.4	1.02	2.9	-2.5	-7.8	3.8	14.3
- CCCOc1ccc(-c2nc(C#N)c(N3CCN(CC)CC3)o2)cc1
→ 29.2	3.4	33.2	1.05	-11.8	-4.8	1.6	-13.0	7.2
- COc1cccc(/C=C2/NC(=O)NC2=O)c1OCC(=O)Nc1ccccc1
→ 4.4	-0.6	-5.5	0.923	3.4	7.7	-1.2	-3.1	-21.1
- O=C(O)C1C2CCC(CC2)C1C(=O)N1CCN(Cc2ccc(F)cc2)CC1 (stereo not drawn)
→ 19.2	-3.9	-6.3	1.01	-7.5	-0.7	-7.4	-0.3	-7.8
- COCCCNC(=O)CC1C[C@H](C(=O)N(C(C)C)C(C)C)[C@@]2(C)c3[nH]c4ccc(OC)cc4c3CCN2C1=O (stereo partly drawn)
→ nt	nt	15.2	1.06	-2.8	-6.5	0.1	nt	-5.0
- CC(=O)Nc1ccccc1C(=O)N1CC(C)OC(C)C1 (stereo not drawn)
→ 18.2	3.6	-3.3	0.986	3.6	1.4	8.2	13.9	-10.3
- COc1ccc(CNC(=O)CCC(=O)c2ccc(F)cc2)cc1OC
→ 3.9	2.4	-5.1	1.07	0.9	-7.1	1.2	-9.5	-8.8
- CCC(=O)N1CCc2cc(S(=O)(=O)CCC(=O)Nc3c(C)n(C)n(-c4ccccc4)c3=O)ccc21
→ 2.0	0.0	5.5	1.02	-4.7	-1.8	-4.3	10.8	9.4
- O=C(CN1CCCCC1)NC(=O)NC1CCCCC1
→ 10.6	7.6	-16.6	0.979	-3.2	2.1	-7.9	-10.1	5.8
- Cc1cc(C)nc(N(C#N)S(=O)(=O)c2ccccc2Cl)n1
→ -4.3	-0.3	4.8	1.12	2.0	-11.9	7.5	-6.1	5.7
- O=C(Nc1ncc([N+](=O)[O-])s1)c1ccc2c(c1)OCO2
→ 38.5	-3.7	34.0	0.748	1.8	25.2	-1.9	18.3	34.5
- C=CCNC(=O)c1ccccc1NC(=O)C1CC(=O)N(C(C)C)C1 (stereo not drawn)
→ 15.0	-4.3	7.4	1.16	-1.4	-15.8	-0.8	27.9	-6.9
- CCN=C1Cn2c(nc3scc(-c4ccccc4)c3c2=O)CN1CC
→ -2.6	-3.6	-8.1	1.06	-2.5	-6.1	-4.4	-11.9	-1.1
- CC(=O)Nc1ccc(S(=O)(=O)NCC2CCC(C(=O)NC(C)c3ccccc3)CC2)cc1 (stereo not drawn)
→ 11.3	-0.2	13.6	0.992	0.1	0.8	-7.1	-5.6	1.7
- Cc1ccc(S(=O)(=O)N2CC3(C)CN(S(=O)(=O)c4ccc(C)cc4)CC(C)(C2)C3)cc1
→ 15.9	-1.0	9.4	0.928	-0.4	7.2	-3.8	5.4	-22.1
- O=C(N/N=C/C(Cl)=C\c1ccccc1)c1cnccn1
→ 19.0	-3.0	3.7	0.933	-0.3	6.7	-4.6	-5.6	0.0
- Fc1ccc(OCCOCCN2CCCC2)cc1
→ 3.5	-1.6	-10.3	0.962	37.1	3.8	-9.5	0.8	7.3
- O=[N+]([O-])c1ccc(/C=N/Nc2ccc3ccccc3c2)o1
→ 29.7	-4.5	7.8	0.822	4.0	17.8	6.8	15.8	-24.2
- CC(=O)N/C(=C\c1ccccc1)C(=O)OCC(=O)NC(C)C12CC3CC(CC(C3)C1)C2 (stereo not drawn)
→ 15.6	-0.8	25.2	0.938	5.6	6.2	2.2	9.8	14.0
- COc1cc(S(=O)(=O)Nc2cccnc2)ccc1Cl
→ 14.5	-2.5	1.0	1.11	1.2	-10.8	8.8	5.4	-4.1
- O=C(OCC(=O)c1ccc(Cl)cc1Cl)c1ccc2c(c1)C(=O)N(c1cccc3ncccc13)C2=O
→ 1.3	-0.8	22.0	0.948	2.8	5.2	1.4	0.6	12.3
- Cc1cccc(COCC(Cc2ccccc2)N2CCN(C(=O)c3ccc(Cl)c(Cl)c3)CCC2=O)c1 (stereo not drawn)
→ 2.1	-9.1	22.8	1.01	-3.7	-1.4	-11.5	-4.7	16.0
- C/C=C/Cn1c(N2CCCCCC2)nc2c1c(=O)[nH]c(=O)n2C
→ 21.2	-0.9	22.1	0.934	-5.8	6.6	-2.2	17.1	14.9
- CN(C)S(=O)(=O)c1ccc(SCC(=O)Nc2ccc3c(c2)OCCO3)nc1
→ 17.6	1.9	-3.1	1.04	-0.2	-3.9	-5.7	0.4	-5.0
- COC(CSc1ncnc2c1oc1nc3c(cc12)COC(C)(C)C3)OC
→ 13.6	-2.6	6.0	1.06	0.2	-5.8	-2.7	-10.3	-5.4
- O=C1CC(N2CCN(S(=O)(=O)c3ccc(Cl)cc3)CC2)C(=O)N1CCc1ccccc1 (stereo not drawn)
→ -13.7	-0.5	-13.6	1	-4.9	-0.2	-5.5	-15.8	22.1
- CC(=N)C1=C(O)CC(C)(C)CC1=O
→ 12.8	-0.5	-1.2	0.996	-2.0	0.4	-5.7	-5.8	6.7
- O=C(CSc1nnc(-c2cccc(F)c2)o1)Nc1nncs1
→ 9.6	-1.8	11.5	0.988	1.3	1.2	-2.2	-5.4	-3.6
- CC(C)Oc1ccc(/C(O)=C2/C(=O)C(=O)N(Cc3cccnc3)C2c2ccco2)cc1 (stereo not drawn)
→ 2.7	0.4	17.3	1.06	-1.7	-5.8	-3.6	9.6	-20.8
